GAA glycogen mod: alters human alpha-glucosidase cleavage of glycogen; recombinant GAA, glycogen substrate, Amplex Red glucose oxidase fluorescence; 0.38% of 300,000 active; P10253; AID 2100; Potency, µM (highest dose often 76.4 µM), for inactives: at the top dose activity change, negative = inhibition, most hits filed as inhibitors;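 further: 0% = full enzyme reaction and -100% = no-enzyme basal signal; the screen sought inhibitors and activators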
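Recombinant human alpha-glucosidase (4 nM final) hydrolysed bovine liver glycogen (30 ug) for 40 min at 37 C in pH 5.0 citrate/phosphate with 0.01% Tween-20. Released glucose detected by glucose oxidase/Amplex Red, Ex 573/Em 610 nm. Compounds up to 77 uM; AC50 from Hill fits.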
GoLoco inh red: inhibitors of human Gai1-RGS12 GoLoco interaction (red fluorophore). Potency, µM (series often up to 61.6 µM), without a hit: at the top dose activity, negative = inhibition, actives largely listed as inhibitors. 0.44% of 230,000 active. AID 880. Gai1:RGS12 GoLoco peptide FP, rhodamine, 10 min. P63096; active means well fitted inhibition curve with a large enough effect, not every such curve was filed as active; inactive means no such curve, though single readings can be large or run the other way; further: nearly all actives have a fitted effect of over 30% in size; many of its hits are not listed in these tables
TRb SRC2 PPI: TRbeta-SRC2 interaction inhibition. Potency, µM (top dose mostly 106 µM), inactives show at the highest dose activity change, negative = inhibition, hits mostly inhibitors. P10828. 0.065% of 280,000 active. TRbeta-SRC2 peptide binding, fluorescence polarization; receptor liganded with 1 µM T3;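 further: plate controls were bound peptide for no effect and peptide without receptor for full effect; nearly all actives have a fitted effect of over 50% in size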
Target sequence (P10828 whole entry, looked up): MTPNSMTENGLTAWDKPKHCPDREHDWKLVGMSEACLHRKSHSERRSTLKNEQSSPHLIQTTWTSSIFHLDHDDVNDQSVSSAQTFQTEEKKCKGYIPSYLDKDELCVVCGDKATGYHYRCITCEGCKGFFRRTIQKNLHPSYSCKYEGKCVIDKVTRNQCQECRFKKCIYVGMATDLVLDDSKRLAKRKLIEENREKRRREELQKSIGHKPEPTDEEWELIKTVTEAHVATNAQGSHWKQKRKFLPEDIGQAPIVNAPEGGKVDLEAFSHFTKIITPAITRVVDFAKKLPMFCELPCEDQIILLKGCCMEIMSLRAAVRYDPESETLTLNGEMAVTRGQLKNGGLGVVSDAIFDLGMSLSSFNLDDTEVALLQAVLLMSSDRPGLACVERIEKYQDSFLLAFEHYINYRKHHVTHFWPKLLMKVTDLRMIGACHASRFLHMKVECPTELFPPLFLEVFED
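Assay buffer: 20 mM Tris-HCl, 100 mM NaCl, 10% glycerol, 1 mM EDTA, 0.01% NP-40, 1 mM DTT, 1 uM T3, 5% DMSO; TRb LBD 0.6 uM, Texas Red SRC2 20 nM; FP after 5 hr.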
RECQ1 inh: blocks DNA unwinding by human RECQ1. P46063. AID 2549. RECQ1 DNA unwinding, red fluorescence kinetic read. Potency, µM (highest dose often 57.3 µM), for inactives: at the top dose activity, negative = inhibition, most hits filed as inhibitors. 0.54% of 240,000 active;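 further: plate controls were vehicle for no effect and no enzyme for full effect; nearly all actives have a fitted effect of over 30% in size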
Target sequence (P46063 whole entry, looked up): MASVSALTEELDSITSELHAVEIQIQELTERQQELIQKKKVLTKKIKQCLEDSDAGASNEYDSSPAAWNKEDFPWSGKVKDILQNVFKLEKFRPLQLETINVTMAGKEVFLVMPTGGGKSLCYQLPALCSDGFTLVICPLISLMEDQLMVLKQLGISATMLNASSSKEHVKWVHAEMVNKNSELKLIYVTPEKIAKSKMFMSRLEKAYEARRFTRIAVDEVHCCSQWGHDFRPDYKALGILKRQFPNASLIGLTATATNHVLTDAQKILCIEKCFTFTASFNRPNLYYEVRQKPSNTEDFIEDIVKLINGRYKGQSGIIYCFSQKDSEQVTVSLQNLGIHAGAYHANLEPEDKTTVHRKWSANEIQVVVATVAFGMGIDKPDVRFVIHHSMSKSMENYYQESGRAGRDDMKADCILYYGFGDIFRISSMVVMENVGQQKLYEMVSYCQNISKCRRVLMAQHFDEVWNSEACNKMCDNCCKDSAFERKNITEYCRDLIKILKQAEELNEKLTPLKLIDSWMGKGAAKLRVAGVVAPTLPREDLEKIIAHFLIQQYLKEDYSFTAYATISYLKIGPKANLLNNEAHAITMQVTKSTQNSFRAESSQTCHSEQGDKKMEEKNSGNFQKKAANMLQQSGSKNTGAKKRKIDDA
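RECQ1T1 50 nM; forked duplex (20 bp + 30-nt ss tails) 200 nM, ATP 2 mM final; pH 8.0, 2 mM MgCl2, 2.5 ug/ml poly(dI-dC); 15 min compound preincubation; discontinuous kinetic read over 2 h at RT.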
TR SRC2 fluor cs: counter-screen for TRb-SRC2 inhibitors: fluorescence interference. TRb/SRC2 Texas Red total fluorescence interference. AID 1479. Potency, µM (doses to about 106 µM), for inactives: at the highest dose fluorescence change, negative = quenching. 0.29% of 280,000 active; active means well fitted curve in either direction with a large enough effect; inconclusive means small, poorly fitted or top-dose-only effect
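Human TRb ligand-binding domain at 0.6 uM with 20 nM Texas Red SRC2 peptide in Tris buffer containing 1 uM T3 and 5% DMSO, incubated with compound 5 h at ambient temperature. Total fluorescence (555/632 nm) calculated as parallel + 2 × perpendicular.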
L3MBTL1 block: inhibitors of human L3MBTL1; Potency, µM (highest dose often 57.1 µM), for the others: top-dose activity, negative = inhibition, usual class: inhibitors; 0.66% of 230,000 active; AlphaScreen L3MBTL1–H3K9me1 peptide binding; further: nearly all actives have a fitted effect of over 60% in size
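L3MBTL1 (50 nM) pre-complexed 30 min with biotinylated H3(1-15)K9me1 peptide (75 nM), then compounds added for 30 min at room temperature; AlphaScreen streptavidin donor/nickel chelate acceptor beads (10 ug/mL final) read after 30 min dark incubation.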
GAA inhib: inhibitors of human lysosomal alpha-glucosidase; purified human GAA, 4-MU-alpha-glucoside fluorescence; 0.005% of 200,000 active; Potency, µM (doses to about 76.9 µM), for inactives: at the top dose activity change, negative = inhibition, hits mostly inhibitors;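 further: plate controls were uninhibited enzyme wells for no effect and no-enzyme background for full effect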
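Endpoint fluorogenic read: 20 min room-temperature reaction of 4 nM human alpha-glucosidase with 400 uM 4-methylumbelliferyl-alpha-D-pyranoside, pH 5.0, quenched with 1M NaOH/1M glycine pH 10. AC50 from Hill modeling.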
aGlu spleen mod: lysosomal alpha-glucosidase (human) modulation; AID 2112; Potency, µM (series often up to 79.9 µM), for inactives: at the highest dose activity change, negative = inhibition, usual class: inhibitors; P10253; human spleen homogenate, 4-MU-alpha-glucoside fluorescence; 0.006% of 240,000 active;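 further: 0% = enzyme with vehicle and -100% = no enzyme basal signal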
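Compounds were titrated against alpha-glucosidase in spleen homogenate at pH 5.0, with 1 mM 4-methylumbelliferyl substrate for 40 min at 37 C. Reactions were quenched with pH 10 NaOH/glycine and fluorescence measured.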
* marks the source's active call; other numbers are inactive results; i = inactive; ? = inconclusive; · = no result given; [ ] = another dose, or the depositor's remark. Unless noted, the call rests on the fitted dose curve; in most records, active means well fitted curve in the direction sought with a large enough effect; inconclusive means small, poorly fitted or top-dose-only effect, or another doubt; inactive means no such curve, though single readings can be large; an effect the other way counts as inactive or inconclusive. Unless noted, on the % scale 0 is the no-effect control and ±100 the full control effect; potency means the concentration at half of the fitted maximal effect.

SMILES	GAA glycogen mod	GoLoco inh red	TRb SRC2 PPI	RECQ1 inh	TR SRC2 fluor cs	L3MBTL1 block	GAA inhib	aGlu spleen mod
O=C(COC(=O)c1ccc(Cl)nc1)NCc1cccs1	22%	-9%	-1%	-6%	-1%	9%	9%	4%
Cc1oc(-c2ccc(Cl)cc2)cc1C(=O)/C(C#N)=C/Nc1ccccc1	3%	13%	1%	-4%	0%	-5%	-15%	1%
O=C(NCCCN1CCOCC1)C(=O)NCC1CCCO1 (centres undefined)	-6%	11%	5%	-2%	-8%	15%	-4%	-24%
COC(=O)C1=C(C)NC(C)=C(C(=O)OC)C1c1ccc(OC(=O)c2oc3ccccc3c2C)c(OC)c1	-1%	3%	-3%	-14%	0%	1%	?	1%
COc1ccc(NC(=O)CCN2C(=O)C3C4CCC(C4)C3C2=O)cc1 (centres undefined)	1%	5%	-4%	5%	-5%	22%	-3%	-1%
O=C(COC(=O)/C=C/c1ccc(Cl)cc1Cl)NCc1ccco1	7%	-1%	6%	i	-2%	·	-1%	-1%
Cc1cccc(-n2nnc(C(=O)NCc3ccccc3Cl)c2N)c1	5%	4%	1%	0%	-7%	·	-1%	3%
COC(=O)C1CCN(S(=O)(=O)Cc2ccccc2)CC1	-8%	3%	-2%	i	-1%	·	-4%	-2%
COc1ccc(NC(=S)N2CCC(C(=O)N3CCCCCC3)CC2)cc1	-1%	-2%	-2%	-19%	-4%	10%	-8%	3%
Cc1ccc2[nH]c(=O)c(CN(Cc3cccs3)C(=S)NCc3ccco3)cc2c1	-13%	10%	4%	-10%	?	-14%	-5%	-3%
N#Cc1sc2nc(-c3cccs3)cc(-c3ccc(Cl)cc3)c2c1N	2%	10%	0%	-14%	3%	6%	-1%	0%
O=C(Nc1ccccc1-c1ccccc1NC(=O)c1ccco1)c1ccco1	1%	-5%	2%	-1%	-2%	-2%	2%	-12%
CCOC(=O)c1sc(NC(=O)c2cccc(S(=O)(=O)N3CCN(C)CC3)c2)cc1C	0%	12%	11%	-11%	-1%	-13%	?	-17%
O=C(O)c1cc([N+](=O)[O-])c(NCCC2=CCCCC2)c([N+](=O)[O-])c1	-12%	5%	5%	2%	-3%	·	-8%	-4%
Cc1cnc(C(=O)OCC(=O)Nc2cc(S(=O)(=O)N3CCCCC3)ccc2Cl)cn1	9%	12%	-2%	-5%	1%	-2%	-8%	-16%
CCCOc1ccc(/C=N/Nc2cccc([N+](=O)[O-])c2)c(O)c1	?	-21%	-18%	-4%	-2%	-4%	?	11%
CCOC(=O)c1cnn(-c2ccc([N+](=O)[O-])cc2)c1N	-11%	1%	8%	-9%	0%	0%	-1%	1%
O=c1oc2ccccc2c(Nc2cccc3ccccc23)c1[N+](=O)[O-]	-7%	1%	1%	-7%	-3%	-5%	4%	-9%
c1ccc2[nH]c(NCCCN3CCOCC3)nc2c1	-1%	2%	-5%	-3%	0%	0%	-2%	2%
CCn1c2ccccc2c2cc(NC(=O)COc3ccc(OC)cc3)ccc21	-1%	-5%	9%	-15%	2%	-10%	-9%	-4%
FC(F)Oc1ccc(-n2cc(-c3ccc(Cl)cc3)[n+]3c2CCCCC3)cc1	-3%	-13%	-3%	-5%	0%	1%	·	3%
COc1ccccc1OCc1ccc(C(=O)NCC2CCCO2)o1 (centres undefined)	-11%	-17%	-9%	1%	-6%	·	-5%	-4%
Cc1ccc(Sc2ccccc2CN(C)C)c(N)c1	·	·	-4%	-3%	-2%	·	·	7%
Cc1n[nH]c(=O)nc1N1CCN(c2ccccc2)CC1	-2%	-13%	-3%	i	-1%	·	-2%	-23%
Cc1nc2c(Br)cc(Br)cc2cc1O	-2%	1%	-8%	-7%	-5%	·	4%	-4%
N#Cc1ccc(NC(=O)Nc2ccc(Oc3ccc(NC(=O)Nc4ccc(C#N)cc4)cc3)cc2)cc1	-16%	0%	-1%	-18%	-5%	-9%	-5%	-3%
Nn1c(C2COc3ccccc3O2)n[nH]c1=S (centres undefined)	?	-6%	-1%	-2%	0%	-9%	5%[15.4 µM]	-1%
Oc1ccc2ccccc2c1C=Nc1cc(C(F)(F)F)ccc1N1CCCC1	?	30%[activator]	?	1%	-16%	?	-8%	-1%
Cc1ccc(-c2[nH]ncc2/C=N/n2c(C)nc3ccccc3c2=O)cc1	3%	5%	-3%	?	-3%	14%	·	3%
Cc1ccc(S(=O)(=O)NCC(=O)OC2CCOC2=O)cc1 (centres undefined)	3%	4%	-3%	6%	-1%	5%	-1%	-6%
CC(C)(C)/C(O)=C(/C#N)c1nc2ccccc2[nH]1	11%	15%	2%	i	1%	·	-3%	2%
Cc1ccc(S(=O)(=O)N2CCN(C(=O)CC(C)C)CC2)cc1	15%	1%	-10%	-5%	-6%	2%	14%	3%
Cc1cc(C)n2cc(CSc3nc4cc(Cl)ccc4o3)nc2n1	6%	4%	-17%	i	0%	·	12%	-6%
NC(=O)Nc1cccc2ccccc12	3%	-13%	-2%	-3%	-5%	4%	?	11%
CCOc1ccc(-c2nc(-c3ccccc3)no2)cc1OCC	-18%	12%	-1%	0%	0%	·	-2%	-1%
COc1ccc2c(C)cc(=O)oc2c1	·	0%	-1%	-8%	1%	·	·	-3%
Cn1c(SCC(=O)N2CCCCC2)nc2c([nH]c3ccccc32)c1=O	3%	-1%	-6%	-7%	-4%	·	-6%	5%
COC(=O)c1nn(Cc2ccccc2)c(=O)c2ccccc12	-6%	-49%	-5%	-1%	3%	5%	-5%	-5%
CC(C)CNC(=O)NC(=O)COC(=O)c1cc(F)cc(F)c1	2%	12%	0%	-10%	-2%	4%	-7%	-1%
CCCC(c1nnnn1CCOC)N1CCN(c2nc3ccccc3s2)CC1 (centres undefined)	2%	-7%	4%	i	3%	6%	-4%	·

Arranged by molecular weight (low to high): some entries from above.
SMILES	GAA glycogen mod	GoLoco inh red	TRb SRC2 PPI	RECQ1 inh	TR SRC2 fluor cs	L3MBTL1 block	GAA inhib	aGlu spleen mod
Cc1ccc(S(=O)(=O)N2CCN(C(=O)CC(C)C)CC2)cc1	15%	1%	-10%	-5%	-6%	2%	14%	3%
Cc1cccc(-n2nnc(C(=O)NCc3ccccc3Cl)c2N)c1	5%	4%	1%	0%	-7%	·	-1%	3%
COc1ccc(NC(=S)N2CCC(C(=O)N3CCCCCC3)CC2)cc1	-1%	-2%	-2%	-19%	-4%	10%	-8%	3%
N#Cc1ccc(NC(=O)Nc2ccc(Oc3ccc(NC(=O)Nc4ccc(C#N)cc4)cc3)cc2)cc1	-16%	0%	-1%	-18%	-5%	-9%	-5%	-3%

Next section:
SMILES	GAA glycogen mod	GoLoco inh red	TRb SRC2 PPI	RECQ1 inh	TR SRC2 fluor cs	L3MBTL1 block	GAA inhib	aGlu spleen mod
CC1CN(c2oc(COc3ccc(Cl)cc3Cl)nc2C#N)CC(C)O1 (centres undefined)	-2%	-14%	-4%	-1%	-8%	-13%	?	1%
CCOC(=O)C(Cc1ccc(NC(=O)/C(=C\c2ccccc2)NC(=O)c2ccccc2)cc1)N1C(=O)c2ccccc2C1=O (centres undefined)	-2%	-6%	-1%	18%	1%	3%	5%	0%
CC(C)N(Cc1ccccc1)C(=O)COC(=O)c1ccc2c(c1)OCCO2	-8%	-6%	-2%	-3%	-2%	·	-2%	-5%
Brc1ccc(-c2csc3ncnc(-n4nnc5ccccc54)c23)cc1	-3%	61%[activator]	2%	10%	-1%	15%	2%	0%
COc1ccc(-n2nc(C(=O)NCC(=O)NCC3COc4ccccc4O3)c3ccccc3c2=O)c(OC)c1 (centres undefined)	6%	-13%	9%	i	-1%	7%	3%	9%
CCOCCc1nnc(NC(=O)C(C)Oc2ccccc2)s1 (centres undefined)	21%	7%	1%	i	1%	8%	-3%	-5%
Cc1ccc(-n2c(=O)[nH]cc(C(=O)Nc3ccc4c(c3)OCCO4)c2=O)cc1C	0%	8%	-10%	-4%	-4%	-1%	1%	-5%
CCOc1cc(CNCCN(C)C)c(Cl)cc1OCC(=O)NCCc1ccccc1	6%	4%	0%	-16%	0%	·	?	-14%
O=C(CN1CCN(Cc2ccc(Cl)cc2)C1=O)NCCCN1CCN(c2ccc(F)cc2)CC1	4%	-5%	-1%	-9%	-4%	·	-4%	-10%
Cc1nnc(NCc2ccco2)s1	-1%	-5%	-3%	i	-4%	7%	1%	-3%
Cc1ccc(C(=O)CSc2ncnc3sc4c(c23)CCC(C)C4)cc1 (centres undefined)	0%	4%	-18%	i	3%	-32%	5%	-2%
COC(=O)c1oc2ccc(Br)cc2c1-n1cccc1	-11%	-2%	-9%	i	0%	-3%	-8%	5%
Cc1ccc(OCc2ccc(C(=O)Nc3ccc(S(N)(=O)=O)cc3)o2)cc1	6%	3%	-1%	14%	-1%	10%	0%	-14%
CC1CCN(c2ccc(C(=O)NCc3cccs3)cn2)CC1	-41%	0%	-4%	0%	-4%	-8%	-7%	8%
CC(C)c1cccc(C(C)C)c1NC(=O)COC(=O)[C@H](C)NC(N)=O	10%	-10%	-11%	-9%	-1%	·	-4%	-1%
Cc1ccc(P(=Nc2ccccc2)(N2CCOCC2)N2CCOCC2)o1	3%	4%	-4%	i	-1%	·	1%	6%
Cc1cccc(NC(=O)NNS(=O)(=O)c2ccc(F)cc2)c1	-29%	29%	3%	-11%	3%	5%	-10%	-8%
O=C(CN(C(=O)CCC(=O)Nc1nccs1)c1ccccc1F)NCC1CCCO1 (centres undefined)	3%	-3%	-2%	1%	-1%	4%	-3%	1%
CC1COC(=O)C(NNc2ccc(Cl)c(Cl)c2)=N1 (centres undefined)	?	7%	-13%	-9%	-3%	-4%	-2%	8%
Fc1ccc(N/N=C2/CC(c3ccccc3)Oc3ccccc32)c(F)c1 (centres undefined)	2%	-5%	2%	-8%	-1%	-2%	-14%	-3%

Some of the compounds tested; rates above refer to the full screens.
